GLD-1 RNA inh: GLD-1-TGE RNA interaction inhibition (C. elegans); purified GLD-1 + fluorescein TGE RNA, fluorescence polarization; inhibition, % at 5.96 µM; actives 0.44% (n = 320,000); AID 2280; Q17339;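 active means percent inhibition above a per-plate cutoff, the plate mean of test compounds plus 3 SD, cut at about 30% in these data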;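 further: 0% = DMSO wells with GLD-1 and probe and 100% = wells lacking GLD-1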
MEX-5 binding: C. elegans MEX-5 TCR-2 RNA binding activity; Q9XUB2; MEX-5/FITC-TCR2 RNA binding, fluorescence polarization; active compounds read low; activity score (negative = inhibition of binding), % at 10 µM; actives 0.38% (n = 300,000); AID 1832;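 active means inhibition past about -25% in most replicates, and total fluorescence under double the plate's negative control median, limit read from the data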;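 further: 0% = DMSO and -100% = 5 µM competing unlabeled TCR2 RNA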
Target sequence (Q9XUB2 whole entry, looked up): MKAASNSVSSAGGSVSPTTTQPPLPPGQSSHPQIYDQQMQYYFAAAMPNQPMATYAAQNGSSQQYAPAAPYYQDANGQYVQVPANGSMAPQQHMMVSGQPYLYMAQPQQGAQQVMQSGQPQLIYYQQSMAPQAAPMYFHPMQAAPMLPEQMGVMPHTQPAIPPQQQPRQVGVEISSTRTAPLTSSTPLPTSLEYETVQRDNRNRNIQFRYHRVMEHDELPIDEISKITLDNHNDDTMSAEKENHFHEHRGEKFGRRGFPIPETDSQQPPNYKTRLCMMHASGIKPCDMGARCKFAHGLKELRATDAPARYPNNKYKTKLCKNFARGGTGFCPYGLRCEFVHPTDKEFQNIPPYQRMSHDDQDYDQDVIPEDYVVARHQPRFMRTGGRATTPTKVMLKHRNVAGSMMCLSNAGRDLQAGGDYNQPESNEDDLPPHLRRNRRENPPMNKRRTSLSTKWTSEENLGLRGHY
TPT1 inh: blocks Candida albicans tRNA 2'-phosphotransferase. recombinant caTPT1, FP RNA substrate dephosphorylation. inhibition, % at 5 µM. actives 0.81% (n = 300,000). AID 1962;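 active means inhibition above the mean of all tested compounds plus 3 SD, set per screening campaign, cut at about 24% in these data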;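 further: plate controls were DMSO alone for no effect and ferristatin control at 100 nM for full effect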
Bcl-xL primary: inhibitors of human Bcl-xL | GST-Bcl-xL / FITC-Bim BH3 peptide fluorescence polarization | inhibition, % at 10.9 µM | AID 2129 | actives 0.7% (n = 320,000);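 active means inhibition above the mean of all tested compounds plus 3 SD, cutoff set per campaign, cut at about 30% in these data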;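 further: 0% = DMSO wells and 100% = unlabeled Bim-BH3 peptide competitor; inhibitors lower millipolarization by displacing the labeled peptide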
Target sequence (Q07817 whole entry, looked up): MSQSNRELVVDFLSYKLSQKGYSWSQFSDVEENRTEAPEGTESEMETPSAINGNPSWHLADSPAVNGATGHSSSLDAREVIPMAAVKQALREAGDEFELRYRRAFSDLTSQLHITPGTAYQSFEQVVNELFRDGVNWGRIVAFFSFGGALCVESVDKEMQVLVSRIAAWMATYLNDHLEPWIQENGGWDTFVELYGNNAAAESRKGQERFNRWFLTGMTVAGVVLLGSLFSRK
Fam108B inh: blocks mouse Fam108B hydrolase in RBBP9 counter-screen; actives 0.33% (n = 300,000); inhibition, % at 9.51 µM; AID 1947; recombinant Fam108B, FP-Rh probe fluorescence polarization;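 active means inhibition above the screen mean inhibition plus 3 SD, computed separately per campaign, cut at about 18% in these data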;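 further: inhibitors lower polarization as less probe binds the enzyme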
PAD4 inh: inhibitors of human PAD4. Q9UM07. AID 485272. inhibition, % at 6.36 µM. actives 0.41% (n = 330,000). recombinant PAD4, RCA probe fluorescence polarization;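 active means percent inhibition above a cutoff equal to the mean of all tested compounds plus 3 SD, cut at about 15% in these data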;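 further: 0% = PAD4 with RCA probe and DMSO and 100% = probe without PAD4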
PME-1 primary: PME-1 (human) inhibition; AID 2130; recombinant PME-1, FP-Rh probe fluorescence polarization; actives 0.53% (n = 320,000); inhibition, % at 5.9 µM; Q9Y570;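 active means inhibition above the campaign mean of all compounds plus 3 SD, cut at about 26% in these data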;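 further: competitive labeling of PME-1 active site by serine hydrolase directed probe; 0% = PME-1 with DMSO and 100% = wells lacking PME-1 enzyme; inhibitors block probe labeling so polarization falls and inhibition rises; many of its hits are not listed in these tables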
GSTO1 counter: GSTO1 inhibition, counter-screen for RBBP9 inhibitors. P78417. recombinant GSTO1, activity-based probe fluorescence polarization. inhibition, % at 5.96 µM. actives 1.1% (n = 300,000). AID 1974;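 active means inhibition above the campaign mean inhibition plus 3 SD, cut at about 35% in these data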;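 further: 0% = GSTO1-1 with DMSO and 100% = wells lacking GSTO1-1 enzyme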
Target sequence (P78417 whole entry, looked up): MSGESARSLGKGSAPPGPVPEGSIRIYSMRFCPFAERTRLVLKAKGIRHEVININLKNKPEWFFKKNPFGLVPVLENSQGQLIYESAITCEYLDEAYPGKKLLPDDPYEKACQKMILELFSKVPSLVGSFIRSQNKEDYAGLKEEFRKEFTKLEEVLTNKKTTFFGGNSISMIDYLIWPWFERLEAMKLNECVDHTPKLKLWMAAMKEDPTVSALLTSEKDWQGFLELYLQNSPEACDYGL
MCL1-BIM inh: MCL1-BIM-BH3 interaction inhibition (human) | Q07820 | GST-MCL1 / FITC-Bim-BH3 fluorescence polarization | inhibition, % at 10.9 µM | actives 0.68% (n = 320,000) | AID 2057;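 active means inhibition above the mean inhibition of all tested compounds plus 3 SD, set per campaign, cut at about 40% in these data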;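 further: 0% = DMSO wells and 100% = unlabeled Bim-BH3 peptide control; higher means more loss of mP so more displacement of Bim peptide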
The depositor's hits bear a star; . = not tested or not shown. This is a subset; rates above refer to the full screens.

SMILES	GLD-1 RNA inh	MEX-5 binding	TPT1 inh	Bcl-xL primary	Fam108B inh	PAD4 inh	PME-1 primary	GSTO1 counter	MCL1-BIM inh
CCN(CC(=O)Nc1ccc2c(c1)OCCO2)CC(=O)Nc1cc(C)on1	3	0.8	-1	3	15	-3	2	5	5
Cc1cc(C)cc(NC(=S)NCCCN2CCOCC2)c1	10	-0.9	-5	4	-1	5	0	4	16
O=C(O)c1ccc2c(c1)nnn2C1CCCCC1	-6	-3.2	-2	9	4	3	4	-19	9
O=C(CCC1CCCC1)N1CCN(C(=O)c2ccco2)CC1	2	-0.1	-5	5	1	-2	0	1	2
Cc1nc2c(C)cccc2cc1C(=O)N/N=C/c1ccc(C(=O)O)cc1	1	-0.9	4	6	-4	-9	-4	-10	1
CCc1nc2ccc(C(=O)N3CCN(CC)CC3)cc2nc1CC	5	-0.7	2	5	0	-4	-7	2	0
Clc1ccc(Cl)c(-c2nc(-c3ccncc3)no2)c1	7	-1.7	0	0	4	3	0	0	1
CN(C)CCn1nnc2c(=O)oc3ccccc3c21	-2	-0.2	-1	6	-2	-3	0	1	-3
COc1ccc(-c2nnco2)cc1OC	7	1.4	-3	4	3	0	-4	5	1
CC(=O)N=c1sc2c3ccccc3ccc2n1C	11	-0.1	3	1	2	1	-3	1	-5
Cc1cccc(OCC(=O)Nc2nonc2NC(=O)COc2cccc(C)c2)c1	-5	1.2	0	0	-10	-8	-2	5	-3
COc1ccc2cc(-c3csc(-c4cccnc4)n3)ccc2c1	3	-0.4	0	-2	-7	-5	-1	3	4
COc1cccc(NC(=O)CN(C)C(=O)c2cc3c(s2)CCC(C)C3)c1 (stereo not drawn)	6	2.6	0	-4	2	1	-2	-8	-7
Cc1c(C)n(C(=O)CSc2nncn2C)c2ccccc12	-1	0.3	-1	5	-3	-4	0	10	-2
O=C1CCCN2N=C(SCC(=O)Nc3cccc(F)c3)SC2=N1	1	-0.8	-4	1	0	-2	-3	0	1
O=C(NCCOc1ccccc1)c1ccc2c(c1)OCO2	7	1.4	-2	5	-1	0	1	2	1
CCNC(=O)C(=O)c1c(-c2ccccc2)[nH]c2ccccc12	-4	0.3	1	7	0	-4	-2	2	0
COc1ccc(N2CCN(C(=O)COC(=O)c3ccc(Cl)nc3)CC2)cc1	-1	.	.	-1	.	3	5	.	6
COc1cccc(NC(=O)NC(=O)c2c(C)cc(Cl)nc2Cl)c1	2	0.9	-2	10	4	2	-2	0	4
Cc1nc2ccccc2nc1OCc1ccc([N+](=O)[O-])cc1	-4	-0.8	-2	-5	4	-1	-1	4	-9
O=C(COC(=O)c1cc(Cl)cc(Cl)c1)NCCN1C(=O)CSC1=O	4	.	2	4	-1	-2	-1	3	5
CC(=O)n1nc(-c2ccccc2)nc1NCc1cccs1	5	-3.1	0	1	1	2	1	11	-4
CCOc1ccccc1N1CCN(C(=O)CCCN2C(=O)c3cccc4cccc(c34)C2=O)CC1	11	-1.2	-2	7	-2	-2	4	2	6
COc1ccc(CNC(=O)/C=C/c2ccc(S(=O)(=O)N3CCOCC3)cc2)cc1	-1	2.7	4	5	-5	0	-4	-152	-3
CN1CCN(CC(=O)N2CCn3c4c(c5cc(C6CCCCC6)ccc53)CCCC42)CC1 (stereo not drawn)	-1	.	6	3	1	-1	2	5	1
(cont.)
SMILES	GLD-1 RNA inh	MEX-5 binding	TPT1 inh	Bcl-xL primary	Fam108B inh	PAD4 inh	PME-1 primary	GSTO1 counter	MCL1-BIM inh
COCc1cc(=O)[nH]c(SCCS(=O)(=O)c2ccc(Cl)cc2Cl)n1	3	-0.5	-3	9	0	5	-2	8	6
C=CCN1C(=O)N(c2ccc(F)cc2)C(=O)C1CC(=O)Nc1ccc(Cl)cc1 (stereo not drawn)	2	-0.1	-4	1	-3	-5	-2	-3	-3
Clc1ccc(OCCCCCN2CCCC2)c(Br)c1	-4	2.9	-2	3	-1	2	-1	0	9
O=C(N/N=C\c1ccc(OC(=O)c2cccs2)cc1)c1ccc(Cl)cc1	2	1.8	-2	-28	-15	-2	-8	-2	-14
Cc1cc(C(=O)NCc2nc(-c3ccccc3)no2)ccc1[N+](=O)[O-]	5	-0.2	-1	-2	-1	-6	-2	-1	-7
Cc1ccc2c(Cl)cc(Cl)c(OCC(=O)N3CCOCC3)c2n1	3	.	.	8	.	1	1	.	7
CCOC1(OCC)N=C(N)C2(C#N)C(c3cccc(OC)c3OC)C12C#N (stereo not drawn)	-2	0.8	-11	10	-1	-4	-2	17	9
COc1ccc(NC(=O)CSc2ccc(-c3sc(C)nc3C)nn2)cc1	4	0.5	-2	4	-1	-2	1	2	-1
Cc1cccc(-n2ncc3c(NC(C)C)ncnc32)c1	-6	3.2	3	1	1	-6	-6	1	-4
Cc1ccc(SCCc2ccc(C)nc2)cc1	4	-4.4	-4	5	1	-1	-6	6	0
COCCC1CCCCN1C(=O)c1ccc(OC2CCN(C(C)=O)CC2)c(OC)c1 (stereo not drawn)	0	-1.9	3	-1	-1	-1	-4	1	-1
O=C(Nn1c(-c2ccncc2)nc2ccccc2c1=O)c1ccc([N+](=O)[O-])cc1Cl	6	-2.0	-1	14	-1	1	-5	2	5
CCOc1ccc(NC(=O)CCNc2c(N3CCCC3)c(=O)c2=O)cc1	7	1.0	1	4	-1	1	-5	-2	3
CCCNC(=S)NC1CC2CCCC(C1)N2CC(C)C (stereo not drawn)	3	1.5	0	1	-5	-1	5	2	3
CCN(CC)S(=O)(=O)c1cccc(C(=O)NCC(=O)OCC(=O)NCc2ccccc2)c1	3	1.1	-2	6	3	-2	3	-2	-2
NC(=O)c1c(N)sc2c1CCCCC2	5	-2.3	1	12	4	-3	2	12	10
O=C(N/N=C/c1ccncc1)c1cccc(N/N=C/c2ccncc2)c1	-9	0.2	6	-3	3	-3	-80	2	-5
CN(C)c1cc[n+](CC(=O)Nc2ccc([N+](=O)[O-])cc2Cl)cc1	2	-2.2	0	3	-2	-1	-1	-5	4
COc1ccccc1NC(=O)C1=C(C)Nc2ncnn2C1c1ccc(C)o1 (stereo not drawn)	1	0.9	-6	6	1	0	0	-1	2
N#C/C(=C(/O)Cc1ccccc1)P(=O)(c1ccccc1)c1ccccc1	1	1.5	1	2	-4	4	1	5	-3
Cc1ccc(-n2c(C)nnc2SCC(=O)NNC(=O)c2ccco2)cc1	-4	-2.8	-3	-2	2	1	-9	-3	0
Cc1ccccc1OCCOC(=O)c1cc(S(=O)(=O)N2CCCCC2)ccc1N1CCOCC1	4	.	.	1	.	-3	2	.	-5
C=CCC1(O)C(=O)N2C(=C1C(=O)N1CCOCC1)c1ccccc1CC2(C)C (stereo not drawn)	6	-4.4	0	-5	-3	0	-1	0	1
Cc1ccc(SC2=C(C(=O)O)CCCC2)cc1	3	0.7	0	4	-1	-5	-7	-1	3
CCOc1ccc2[nH]c(=O)c(CN(Cc3ccccc3)C(=O)N3CCCC3)cc2c1	1	2.3	2	6	1	-3	1	2	6

Individual results from the results shown.
For GLD-1 RNA inh, Cc1ccc(SC2=C(C(=O)O)CCCC2)cc1 shows 3
For GSTO1 counter, COc1ccc(NC(=O)CSc2ccc(-c3sc(C)nc3C)nn2)cc1 shows 2

The list continues:
SMILES	GLD-1 RNA inh	MEX-5 binding	TPT1 inh	Bcl-xL primary	Fam108B inh	PAD4 inh	PME-1 primary	GSTO1 counter	MCL1-BIM inh
CC(C)=CCN1CCN(Cc2c(C)nn(C)c2Cl)CC1CCO (stereo not drawn)	-2	-5.7	-1	6	4	-5	-12	-3	0
Cc1ccccc1CNC(=O)CN1C(=O)c2ccccc2S1(=O)=O	-3	2.8	2	4	0	0	13	9	7
Cc1ccc(S(=O)(=O)Nc2cc(NC(=O)CN3CCOCC3)ccc2Cl)cc1	-2	1.5	-2	6	-2	-2	2	1	8
Cn1cnc(S(=O)(=O)Nc2ccccc2C(=O)NCC2CC2)c1	3	2.7	-6	3	3	2	-2	6	6
CC(Cc1cccs1)NC(=O)Nc1ccc(Cl)c(Cl)c1 (stereo not drawn)	1	2.0	1	-9	-6	-9	-11	-21	-18
CCC(=O)Nc1nnc(/C=C/c2ccccc2)s1	0	0.0	-1	2	-2	0	0	-2	6
COc1ccc([N+](=O)[O-])cc1N(CC(O)CN(C)C)S(=O)(=O)c1ccccc1 (stereo not drawn)	7	1.9	1	1	-2	1	-10	6	-2
CCOC(=O)c1cccc(NC(=O)CN2C(=O)C3CC=CCC3C2=O)c1 (stereo not drawn)	4	0.3	1	3	0	-4	1	1	-2
Cc1ccc(C)c(N2CCN(C(=O)c3ccc(CS(=O)Cc4cccc(Cl)c4)o3)CC2)c1 (stereo not drawn)	5	1.6	-2	-5	3	3	13	2	1
Cc1ccc(-c2n[nH]c(S(C)(=O)=O)c2C#N)cc1	3	2.0	-2	6	1	0	3	10	9
COc1cccc(-n2c(CN3CCN(c4ccccn4)CC3)nc3ccc([N+](=O)[O-])cc3c2=O)c1	0	0.0	1	-1	-3	4	5	-3	-3
Cc1ccc(C)c2c1cc(C)c1nnc(SCc3ccccn3)n12	3	1.4	1	3	1	3	-6	-7	0
CCN(CC)c1ccc(-c2nnc(SCC(=O)Nc3ccccc3C#N)n2-c2ccccc2)cc1	2	-2.2	-5	-9	5	-4	-1	14	-6
Cc1cc(NC(=O)NC(=O)c2ccc(F)cc2F)n[nH]1	-5	0.0	0	-1	1	-2	-4	10	2
O=C(Nc1cccc2c1CCCC2)c1ccncc1	2	-2.2	-1	1	2	-1	2	4	0
O=C1CC2(CCN(C(=O)c3ccccc3Cl)CC2)Oc2ccccc21	-3	-1.9	-1	4	4	3	7	3	1
O=C(NC(CCl)c1ccccc1)c1ccc(Cl)cc1 (stereo not drawn)	-11	1.8	-2	2	-1	0	-3	-2	-4
O=C(CSc1nc(-c2ccccc2)cs1)NCc1ccco1	-6	1.6	1	-2	-9	-4	4	-6	2
CN(CC(=O)Nc1ccc(F)cc1)C(=O)c1cn(-c2ccccc2)nc1-c1cccs1	0	.	.	-3	.	-1	-6	.	-15
C=CCN1C(=O)C2(c3ccccc31)C1CCCC=C1C(C#N)=C(N)C2(C#N)C#N (stereo not drawn)	27	-2.9	2	25	2	-1	13	7	5
CCCCCOc1ccc(N2C(=O)C(C)CNC2=S)cc1 (stereo not drawn)	3	0.0	-4	3	-1	0	4	-3	10
CC(C)(C)NC(=O)NC(=O)COC(=O)Cc1ccc(Cl)cc1Cl	1	-2.1	2	1	-3	-5	-3	13	-5
CC1=C(C(=O)Nc2cccc(C(=O)NC3CCCCC3C)c2)SCCO1 (stereo not drawn)	-3	2.1	-1	3	0	1	0	-1	5
Cc1ccc(S(=O)(=O)CCC(=O)OCC(=O)NCCc2ccc(S(N)(=O)=O)cc2)cc1	-3	.	.	-4	.	-1	-2	.	0
CN(C)S(=O)(=O)c1ccc(C(=O)OC2CCOC2=O)cc1 (stereo not drawn)	-7	-3.8	-3	-15	-8	-6	0	-5	-18
C/C(=N\NC(=O)CNC(=O)C(c1ccccc1)c1ccccc1)c1ccccc1	-1	0.5	2	0	6	1	0	3	3
CC(=O)Nc1ccc(S(=O)(=O)N(C)c2ccc(OCC(=O)OCC(=O)Nc3ccc(OC(F)F)cc3)cc2)cc1	9	-3.9	-1	-3	-1	-1	-3	0	-4
Cn1nnnc1SCc1nc2ccccc2[nH]1	-3	-1.3	4	0	7	0	-3	-1	-1
CCCCN(C)C(=O)c1ccc2c(c1)N(CC)C(=O)c1ccccc1S2=O (stereo not drawn)	2	0.4	1	7	-3	3	-2	1	5

Screens from PubChem.
